Bioassay records (PubChem BioAssay)
CAL PDZ FP-1 = blocks peptide binding to the human CAL PDZ domain. 300,000 compounds, 0.92% hits. purified CAL PDZ, TMR-peptide fluorescence polarization, 1 h. AID 602252. Q9HD26. inhibition, % at 24.9 µM;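 active = mean inhibition of at least 30% with at least half of replicates also reaching 30%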;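 also: 0% = DMSO neutral control and 100% = excess unlabeled competitor peptide PRC23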
Wnt bcat act = activates Wnt/beta-catenin signaling in a reporter cell assay; activator, plate reader; activation, % at 9.35 µM; 300,000 compounds, 1.2% hits; AID 743398; in the data active = activation above about 30%, passing the limit was not always enough;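 also: 0% = neutral control wells and 100% = positive control wells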
AddAB inh = less growth of phage-infected E. coli with AddAB. 330,000 compounds, 0.29% hits. E. coli expressing H. pylori AddAB, absorbance growth. inhibition, % at 11.9 µM. AID 435030; in the data active = inhibition above about 12%;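 also: 0% = vehicle wells of infected cells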
phage Ecoli inh = E. coli growth loss with phage present; AID 651602; growth absorbance; inhibition, % at 11.9 µM; 360,000 compounds, 0.26% hits; in the data active = inhibition above about 11%
SR-BI DiI inh = inhibitors of mouse SR-BI mediated HDL lipid uptake. Q61009. 320,000 compounds, 0.96% hits. inhibition, % at 12.5 µM. ldlA[mSR-BI] CHO cells, DiI-HDL uptake fluorescence, 3 h;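 active = mean replicate inhibition of at least 70% and a set share of replicates each scoring 70 or more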;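 also: 0% = median of neutral control wells and 100% = median of positive control wells; values of inactives mirror those of a sister screen read the other way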
Target sequence (Q61009 whole entry, looked up): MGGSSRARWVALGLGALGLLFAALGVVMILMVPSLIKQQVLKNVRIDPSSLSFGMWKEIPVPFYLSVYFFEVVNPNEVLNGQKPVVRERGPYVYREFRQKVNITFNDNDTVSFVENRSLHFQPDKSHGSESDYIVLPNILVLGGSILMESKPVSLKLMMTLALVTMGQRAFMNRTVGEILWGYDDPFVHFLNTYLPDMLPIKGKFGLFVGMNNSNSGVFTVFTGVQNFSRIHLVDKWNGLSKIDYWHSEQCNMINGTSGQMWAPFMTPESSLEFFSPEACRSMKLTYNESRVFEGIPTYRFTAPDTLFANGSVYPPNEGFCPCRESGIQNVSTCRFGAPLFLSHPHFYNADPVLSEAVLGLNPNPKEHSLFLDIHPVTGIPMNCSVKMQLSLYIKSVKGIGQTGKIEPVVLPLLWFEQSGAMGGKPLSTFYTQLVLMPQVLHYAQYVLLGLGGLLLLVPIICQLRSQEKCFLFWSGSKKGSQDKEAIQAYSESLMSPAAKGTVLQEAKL
SR-BI uptake up = enhances SR-BI lipid uptake from DiI-HDL. CHO ldlA[mSR-BI] cells, DiI-HDL uptake fluorescence, 3 h; 100 = double the neutral-control signal. activation, % at 12.5 µM. 320,000 compounds, 0.096% hits;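 active = mean replicate activation of at least 60% and every replicate at or above 60%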;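 also: 0% = median plate neutral-control signal and 100% = twice that signal; values of inactives mirror those of a sister screen read the other way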
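Test system: SR-BI-overexpressing, LDLR-lacking CHO cells; Medium: Ham's F12 with 0.5% BSA, HEPES 25 mM, pH 7.4; Schedule: 3 h, 37 °C; Technique: bottom-read fluorescence, 550/595 nm.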
CAL PDZ FP-2 = inhibitors of human CAL PDZ peptide binding; Q9HD26; purified CAL PDZ, TMR-peptide fluorescence polarization, 1 h; inhibition, % at 20 µM; 330,000 compounds, 0.02% hits; AID 504414;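 active = highest replicate inhibition of at least 40%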;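 also: plate controls were DMSO neutral control wells for no effect and unlabeled competitor peptide control wells for full effect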
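Test system: tagged CAL PDZ domain / Buffer or medium: sodium phosphate/NaCl buffer pH 7.4 with TCEP, IgG, Thesit / Reagent: TMR-labelled reporter peptide T*-PRC34 bound in PDZ groove / Compound dosing: single point, 20 µM / Schedule: 1 h incubation at room temperature before polarization reading / Technique: fluorescence polarization (mP) / Benchmarks: unlabelled peptide, DMSO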
Tat transport = inhibitors of E. coli Tat protein transport | E. coli MC4100 TorA-mCherry Tat export, fluorescence | inhibition, % at 10 µM | 340,000 compounds, 0.036% hits | AID 488895;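 active = mean replicate inhibition at least 50% and at least half of replicates individually reaching 50%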;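 also: exported cargo escapes ClpAP degradation while cytoplasmic cargo is degraded and loses fluorescence; 0% = median of neutral control wells and 100% = median of NaSCN control wells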
E coli growth = counter-screen for AddAB inhibitors: E. coli growth inhibition. AID 449728. 330,000 compounds, 0.27% hits. inhibition, % at 11.9 µM. E. coli V3065 growth, OD600 absorbance, 18 h;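 active = inhibition above the campaign's mean inhibition across all tested compounds plus 3 SD, cut at about 9.9% in these data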;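 also: uninfected addAB+ strain grown without phage in ampicillin broth; 0% = DMSO wells and 100% = ciprofloxacin 0.95 µg/ml wells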
MITF TRPM1 HTS = activators of MITF-driven TRPM1 promoter activity in SK-MEL-5 cells; SK-MEL-5 TRPM1-promoter luciferase, 24 h; % of positive control, neutral wells = 0; 300,000 compounds, 0.75% hits; activation, % at 12.5 µM;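 active = mean activation of at least 80% with every replicate also reaching 80%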;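 also: 0% = neutral control wells and 100% = parthenolide positive control wells; values of inactives mirror those of a sister screen read the other way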
Starred values were filed as active, the others as inactive. An unsorted share of the library (roughly 3.6% active in at least one column).

For COc1ccccc1C(=O)Oc1cc(N)n(S(=O)(=O)c2ccc(C)cc2)n1 the results were CAL PDZ FP-1 -3, Wnt bcat act -6, AddAB inh -0.3, phage Ecoli inh -2.7, CAL PDZ FP-2 -3.3, Tat transport -14, E coli growth -5.4 and MITF TRPM1 HTS -15.
CC1CCN(CC(=O)Nc2ccccc2C(=O)NC2CC2)CC1 was read as CAL PDZ FP-1 4, Wnt bcat act -1, AddAB inh 2.9, phage Ecoli inh 3.4, SR-BI DiI inh -5, SR-BI uptake up 5, CAL PDZ FP-2 0.1, Tat transport -1, E coli growth 2.8 and MITF TRPM1 HTS -4.
For O=C(CSCc1ccccc1)NCCCN1CCOCC1 the results were CAL PDZ FP-1 -3, Wnt bcat act -8, AddAB inh 3.5, phage Ecoli inh -0.4, SR-BI DiI inh -11, SR-BI uptake up 14, CAL PDZ FP-2 -2.0, Tat transport 3, E coli growth -0.9 and MITF TRPM1 HTS 6.
`COc1ccccc1NS(=O)(=O)c1cccc(NC(=O)C2CC(=O)N(Cc3ccccc3)C2)c1` (centres undefined) gave CAL PDZ FP-1 1, Wnt bcat act -2, AddAB inh 0.3, phage Ecoli inh 0.8, SR-BI DiI inh -13, SR-BI uptake up 13, CAL PDZ FP-2 0.1, Tat transport -2, E coli growth -1.9 and MITF TRPM1 HTS -15.
`COc1ccc(/C=N/n2c(N)nc(-c3ccccc3)c2-c2ccccc2)cc1` gave CAL PDZ FP-1 -2, Wnt bcat act 1, AddAB inh 3.2, phage Ecoli inh 2.1, SR-BI DiI inh 29, SR-BI uptake up -29, CAL PDZ FP-2 -1.1, Tat transport 0 and E coli growth -2.2.
`COCCNc1nc(N)c([N+](=O)[O-])c(NC2CCCCC2)n1` gave CAL PDZ FP-1 -5, Wnt bcat act 1, AddAB inh -0.2, phage Ecoli inh 1.5, SR-BI DiI inh -9, SR-BI uptake up 9, CAL PDZ FP-2 -1.4, Tat transport -10, E coli growth 1.0 and MITF TRPM1 HTS 6.
Screening O=C(c1ccc2c3c(cccc13)CC2)N1CCN(c2ncccn2)CC1 returned CAL PDZ FP-1 -2, Wnt bcat act -1, AddAB inh -0.1, phage Ecoli inh 2.2, SR-BI DiI inh 18, SR-BI uptake up -18, CAL PDZ FP-2 -2.7, Tat transport 5, E coli growth -1.4 and MITF TRPM1 HTS -10.
Cc1ccccc1CNC(=O)CCCn1ncn2c(cc3occc32)c1=O was read as CAL PDZ FP-1 -4, Wnt bcat act 2, AddAB inh -2.1, phage Ecoli inh -0.8, SR-BI DiI inh 1, SR-BI uptake up -1, CAL PDZ FP-2 -7.1, Tat transport -1, E coli growth 2.1 and MITF TRPM1 HTS -2.
`O=C(CSc1nc(O)cc(=O)n1-c1ccccc1)N1CCCCC1` gave Wnt bcat act -1, SR-BI DiI inh -18, SR-BI uptake up 18, CAL PDZ FP-2 0.6, Tat transport 16 and MITF TRPM1 HTS -7.
For Cc1ccc(-n2nnnc2-c2cnc(-c3cccnc3)nc2C(F)(F)F)cc1 the results were CAL PDZ FP-1 2, AddAB inh 4.1, phage Ecoli inh 3.6, SR-BI DiI inh 27, SR-BI uptake up -27, CAL PDZ FP-2 0.1, Tat transport 1, E coli growth 0.0 and MITF TRPM1 HTS 8.
`O=C(O)c1cc(Nc2nc(N3CCOCC3)nc(N3CCOCC3)n2)ccc1Cl` gave CAL PDZ FP-1 0, Wnt bcat act 1, AddAB inh 4.3, phage Ecoli inh 1.2, SR-BI DiI inh -21, SR-BI uptake up 21, CAL PDZ FP-2 -0.9, Tat transport 3, E coli growth 0.7 and MITF TRPM1 HTS 5.
Screening O=C(NC(=S)N1CCN(c2c(Cl)cccc2[N+](=O)[O-])CC1)c1cccs1 returned CAL PDZ FP-1 -5, AddAB inh -1.5, phage Ecoli inh -0.1, SR-BI DiI inh -21, SR-BI uptake up 21, CAL PDZ FP-2 -0.3, Tat transport -1, E coli growth -0.4 and MITF TRPM1 HTS -6.
`COc1ccc(CCNC(=O)CN2C(=O)CSc3ccc(S(=O)(=O)N4CCOCC4)cc32)cc1OC` gave CAL PDZ FP-1 4, Wnt bcat act -2, AddAB inh 1.4, phage Ecoli inh 3.2, SR-BI DiI inh -15, SR-BI uptake up 15, CAL PDZ FP-2 -1.6, Tat transport 5, E coli growth 2.5 and MITF TRPM1 HTS 4.
`CCCCCN(C(=O)NC(=O)Nc1ccccc1C)S(C)(=O)=O` gave CAL PDZ FP-1 -3, AddAB inh -1.3, phage Ecoli inh 0.1, SR-BI DiI inh -20, SR-BI uptake up 20, CAL PDZ FP-2 -3.2, Tat transport 1, E coli growth -0.1 and MITF TRPM1 HTS -9.
For CCC(=O)N1CCc2cc(S(=O)(=O)CCC(=O)N3CCc4ccccc4C3)ccc21 the results were CAL PDZ FP-1 0, AddAB inh 5.5, SR-BI DiI inh -25, SR-BI uptake up 25, CAL PDZ FP-2 -4.6, Tat transport 2, E coli growth -1.5 and MITF TRPM1 HTS -5.
Screening CCCC(C)NC(=O)CN1C(=O)NC2(CCc3ccccc32)C1=O (centres undefined) returned CAL PDZ FP-1 -3, Wnt bcat act 1, AddAB inh 3.0, phage Ecoli inh -0.2, SR-BI DiI inh -18, CAL PDZ FP-2 -0.9, Tat transport -7, E coli growth 1.9 and MITF TRPM1 HTS -1.
Cc1nc2cc(-c3cccs3)[nH]n2c(=O)c1C was read as Wnt bcat act 14, AddAB inh 0.6, SR-BI DiI inh -7, SR-BI uptake up 7, CAL PDZ FP-2 -2.8, Tat transport -6, E coli growth -1.3 and MITF TRPM1 HTS 61.
For CCOc1ccc(/C=C/c2[nH]c(=O)[nH]c(=O)c2[N+](=O)[O-])cc1 the results were CAL PDZ FP-1 -2, Wnt bcat act 1, AddAB inh 1.3, phage Ecoli inh 0.6, SR-BI DiI inh -6, SR-BI uptake up 6, CAL PDZ FP-2 -0.3, Tat transport -4 and E coli growth 0.9.
`COc1ccccc1C(C)NCC(=O)NCC(=O)Nc1ccc(F)c(F)c1F` (centres undefined) gave CAL PDZ FP-1 -1, Wnt bcat act -2, AddAB inh 2.8, phage Ecoli inh 4.3, SR-BI DiI inh 7, SR-BI uptake up -7, CAL PDZ FP-2 -0.4, Tat transport 10, E coli growth -0.5 and MITF TRPM1 HTS -3.
Screening CSc1ccc(CCNS(=O)(=O)c2c(C)[nH]c(C)c2C(=O)N2CCCCC2)cc1 returned CAL PDZ FP-1 8, Wnt bcat act 1, AddAB inh 3.0, phage Ecoli inh 2.9, SR-BI DiI inh 9, SR-BI uptake up -9, CAL PDZ FP-2 -2.2, Tat transport -2, E coli growth -1.0 and MITF TRPM1 HTS -4.
Screening C=CCn1c(SCC(=O)Nc2cccc(OC)c2)nnc1-c1cccnc1 returned Wnt bcat act -2, AddAB inh 2.2, phage Ecoli inh 1.7, SR-BI DiI inh -3, SR-BI uptake up 3, CAL PDZ FP-2 -0.5, Tat transport -15, E coli growth -2.2 and MITF TRPM1 HTS -5.
Screening O=C(CS(=O)(=O)Cc1ccccc1)N1CCN(c2cccc(C(F)(F)F)c2)CC1 returned CAL PDZ FP-1 0, Wnt bcat act -2, AddAB inh -1.1, phage Ecoli inh 1.9, SR-BI DiI inh -4, SR-BI uptake up 4, CAL PDZ FP-2 -0.5, Tat transport 4 and E coli growth -1.5.
`CC(=O)N1CCN(C(=O)CCC(=O)O)CC1` gave Wnt bcat act -4, AddAB inh 0.3, phage Ecoli inh 1.6, CAL PDZ FP-2 -1.0, Tat transport 7, E coli growth -0.3 and MITF TRPM1 HTS -1.
`Cc1ccc(F)cc1CNC(=O)C1CCC(=O)N(CCCN2CCCC2=O)C1` (centres undefined) gave CAL PDZ FP-1 -1, Wnt bcat act 11, AddAB inh 2.1, phage Ecoli inh 1.0, SR-BI DiI inh -14, SR-BI uptake up 14, CAL PDZ FP-2 0.8, Tat transport 9, E coli growth -1.4 and MITF TRPM1 HTS 19.
Screening Cc1cc(C(=O)N2CCCC(Nc3ccc(F)cc3)C2)c(C)o1 (centres undefined) returned CAL PDZ FP-1 -1, Wnt bcat act -1, AddAB inh 4.9, phage Ecoli inh 0.1, SR-BI DiI inh 5, SR-BI uptake up -5, CAL PDZ FP-2 -1.4, Tat transport -8, E coli growth 3.3 and MITF TRPM1 HTS 3.
`Cc1ccc(-n2cc(-c3ccccc3)c3c(N4CCOCC4)ncnc32)cc1` gave CAL PDZ FP-1 1, Wnt bcat act -2, phage Ecoli inh 0.1, SR-BI DiI inh 33, SR-BI uptake up -33, CAL PDZ FP-2 -0.5, Tat transport 5 and MITF TRPM1 HTS -1.
Screening Cc1nnc(SCC(=O)NC(=O)NC2CCCC2)n1N returned CAL PDZ FP-1 2, AddAB inh 1.9, phage Ecoli inh 1.0, SR-BI DiI inh -14, SR-BI uptake up 14, CAL PDZ FP-2 -0.5, Tat transport -4, E coli growth 1.2 and MITF TRPM1 HTS -2.
Screening COC(=O)[C@@H](Cc1ccccc1)NC(=O)Cn1cnc2c(SC)nc(N)nc21 returned CAL PDZ FP-1 -4, Wnt bcat act 1, AddAB inh 1.7, phage Ecoli inh 2.6, SR-BI DiI inh -5, SR-BI uptake up 5, CAL PDZ FP-2 -0.1, Tat transport 5, E coli growth -1.4 and MITF TRPM1 HTS -11.
`Cc1ccc(NC(=O)CN(C)C(=O)CSc2nc3ccccc3c(=O)n2CCO)cc1` gave Wnt bcat act 2, phage Ecoli inh 0.7, SR-BI DiI inh -4, SR-BI uptake up 4, CAL PDZ FP-2 -0.2, Tat transport 5 and MITF TRPM1 HTS 2.
Screening CCC1C(c2ccccc2)N(C)C(c2ccccc2)CC1(O)c1ccccc1 (centres undefined) returned CAL PDZ FP-1 22, Wnt bcat act -10, AddAB inh -6.0, phage Ecoli inh 4.2, SR-BI DiI inh -6, SR-BI uptake up 6, CAL PDZ FP-2 -0.3, Tat transport -9, E coli growth 3.3 and MITF TRPM1 HTS -6.
Screening Cc1ccc(NC(=O)C2CCN(S(=O)(=O)c3c(C)noc3/C=C/c3ccco3)CC2)nc1 returned CAL PDZ FP-1 1, Wnt bcat act -10, AddAB inh 0.9, phage Ecoli inh -0.4, SR-BI DiI inh 44, SR-BI uptake up -44, CAL PDZ FP-2 -0.4, Tat transport 1, E coli growth 1.7 and MITF TRPM1 HTS -72.
For CN(CC(=O)Nc1cccc(F)c1)C(=O)CN1C(=O)C2CCCCC2C1=O (centres undefined) the results were CAL PDZ FP-1 -8, Wnt bcat act 0, AddAB inh 0.9, phage Ecoli inh -1.2, SR-BI DiI inh -31, SR-BI uptake up 31, CAL PDZ FP-2 -0.2, Tat transport -1, E coli growth -0.3 and MITF TRPM1 HTS 8.
`O=C1C(Cl)=C(NCCCN2CCOCC2)C(=O)c2ccccc21` gave CAL PDZ FP-1 -4, Wnt bcat act -2, phage Ecoli inh -0.4, SR-BI DiI inh -5, SR-BI uptake up 5, CAL PDZ FP-2 0.2, Tat transport -14 and MITF TRPM1 HTS -98.
